Source: PubChem BioAssay
pAkt inh = HTS Assay for Inhibitors of Akt Phophorylation: Primary Screen; Neuro2A IGF-stimulated pAkt S473 HTRF, 20 min; stronger effect = lower value; activity change, % for hits at 50 µM; AID 651550, 2012; 0.32% of 360,000 active; in the data active means activity change below about -80%; inconclusive means mostly about -51% to -80%; further: on the % scale 0 is the no-effect control and ±100 the full control effect
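Single-point screen (50 µM final compound) in Neuro2A cells stimulated 20 min with 6 nM IGF at 37 deg C. After lysis, Ser473-phosphorylated Akt read by HTRF (ex 330 nm, em 615/665 nm) as the 665/615 ratio.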
EPAC2 ag = qHTS for Agonist of cAMP-regulated guanine nucleotide exchange factor 4 (EPAC2): primary screen | Rap guanine nucleotide exchange factor 4 (Homo sapiens), Q8WZA2 | 0.079% of 360,000 active | Potency, µM (top dose mostly 154 µM), without a hit: at the highest dose activation, actives largely listed as activators | EPAC2 activation, biochemical qHTS; response scale: 100% = 6.5 mM cAMP response; further: potency means the concentration at half of the fitted maximal effect; nearly all actives have a fitted effect of over 50% in size
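Compounds were added across a concentration range to EPAC2 (100 nM), RAP1B-BODIPY-GDP (250 nM) and GDP (50 uM). After 5 min at room temperature, fluorescence was recorded at 5-min intervals for 30 min.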
Mm-Cpn inhibitor = Inhibitors of TCP-1 ring complex (TRiC) of Methanococcus maripaludis (MmCpn): qHTS; Chaperonin Mm-Cpn (Methanococcus maripaludis); Potency, µM (highest dose often 76.9 µM), for inactives: at the top dose activity, negative = inhibition, usual class: inhibitors; purified Mm-Cpn ATPase, ADP Transcreener TR-FRET; 0.031% of 330,000 active; AID 504842, 2011; further: potency means the concentration at half of the fitted maximal effect; on the % scale 0 is the no-effect control and ±100 the full control effect; nearly all actives have a fitted effect of over 80% in size
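Inhibition of chaperonin ATP hydrolysis is measured as reduced ADP production, detected by competitive TR-FRET in which signal falls with ADP. Final enzyme 25 nM and ATP 10 uM, reacted 30 min at 37°C.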
D3 antag = qHTS of D3 Dopamine Receptor Antagonist: qHTS; 2.5% of 360,000 active; D(3) dopamine receptor (Homo sapiens), P35462; AID 652054, 2013; max response, negative = inhibition, %; D3R cells, DiscoveRx beta-arrestin luminescence, antagonist mode; stronger effect = lower value; in the data active means max response below about -50%; inconclusive means no clear call, values can overlap the other calls; further: on the % scale 0 is the no-effect control and ±100 the full control effect; mostly tested at two doses, the higher about 12 µM
Target sequence (P35462 whole entry, looked up): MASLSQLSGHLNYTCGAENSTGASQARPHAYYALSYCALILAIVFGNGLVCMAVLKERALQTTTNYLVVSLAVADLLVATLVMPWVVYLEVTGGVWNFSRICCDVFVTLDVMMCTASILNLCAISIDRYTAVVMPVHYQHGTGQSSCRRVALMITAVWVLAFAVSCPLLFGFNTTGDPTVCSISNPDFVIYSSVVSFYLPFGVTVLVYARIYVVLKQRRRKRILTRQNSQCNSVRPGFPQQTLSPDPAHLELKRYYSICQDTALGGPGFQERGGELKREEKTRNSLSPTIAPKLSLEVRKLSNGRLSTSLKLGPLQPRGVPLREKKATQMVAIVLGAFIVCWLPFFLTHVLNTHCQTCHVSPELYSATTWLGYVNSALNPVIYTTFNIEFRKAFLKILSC
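Cells plated overnight at 1500 cells/well, then exposed to library compounds with dopamine controls for 90 minutes at 37 degrees C. DiscoveRx reagent added for 30–60 minutes at room temperature; luminescence read, quantitative HTS format.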
EPAC2 antag = qHTS for Antagonist of cAMP-regulated guanine nucleotide exchange factor 2 (EPAC2): primary screen. Rap guanine nucleotide exchange factor 4 (Homo sapiens), Q8WZA2. EPAC2 GEF exchange of Rap1B-BODIPY-GDP, fluorescence. Potency, µM (highest dose often 114 µM), for the others: top-dose activity, negative = inhibition, hits mostly inhibitors. 0.18% of 360,000 active; further: potency means the concentration at half of the fitted maximal effect; on the % scale 0 is the no-effect control and ±100 the full control effect; nearly all actives have a fitted effect of over 45% in size; many of its hits are not listed in these tables
DRD3 agonist = qHTS of D3 Dopamine Receptor Agonist: qHTS. D3R DiscoveRx beta-arrestin cells, luminescence, 90 min. 0.58% of 410,000 active. D(3) dopamine receptor (Homo sapiens), P35462. max activation, %; in the data active means max activation above about 30%; further: 0% is about no effect; mostly tested at two doses, the higher about 12 µM
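Cells at 1500/well, incubated overnight, then treated with pinned compounds (dopamine as control) for 90 min at 37 degrees C. DiscoveRx reagent added for 30 - 60 minutes at room temperature; luminescence read.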
CCT chaperon mod = High-Throughput Screening for Modulators of Cytosolic Chaperonin Activity | 0.3% of 360,000 active | activity change, % (concentration not given with the values), hits read low | purified chaperonin ATPase assay, HTRF ADP detection, 30 min; in the data active means activity change below about -30%; further: on the % scale 0 is the no-effect control and ±100 the full control effect
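TRiC at 40 or 20 nM final (batch-dependent) in 30 mM Tris pH 7.4, 100 mM KCl, 5 mM MgCl2, 1 mM DTT, with compound at single 76 uM and 10 uM ATP, 30 min at 37 deg C. ADP detected by HTRF Transcreener, 665/615 ratio.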
PTHR1 agonist = qHTS for PTHR1 Agonists: Primary Screen. HEK293 GP2 PTHR1 cells, GloSensor cAMP luminescence, 1 h. Potency, µM (titrated, usually from 115 µM), for inactives: at the top dose activation, usual class: activators. 0.075% of 410,000 active. AID 743266, 2014; further: potency means the concentration at half of the fitted maximal effect; nearly all actives have a fitted effect of over 55% in size; some results filed as inactive show a strong effect at the top dose; inactives centre near -15; many of its hits are not listed in these tables
Target sequence (Q03431 whole entry, looked up): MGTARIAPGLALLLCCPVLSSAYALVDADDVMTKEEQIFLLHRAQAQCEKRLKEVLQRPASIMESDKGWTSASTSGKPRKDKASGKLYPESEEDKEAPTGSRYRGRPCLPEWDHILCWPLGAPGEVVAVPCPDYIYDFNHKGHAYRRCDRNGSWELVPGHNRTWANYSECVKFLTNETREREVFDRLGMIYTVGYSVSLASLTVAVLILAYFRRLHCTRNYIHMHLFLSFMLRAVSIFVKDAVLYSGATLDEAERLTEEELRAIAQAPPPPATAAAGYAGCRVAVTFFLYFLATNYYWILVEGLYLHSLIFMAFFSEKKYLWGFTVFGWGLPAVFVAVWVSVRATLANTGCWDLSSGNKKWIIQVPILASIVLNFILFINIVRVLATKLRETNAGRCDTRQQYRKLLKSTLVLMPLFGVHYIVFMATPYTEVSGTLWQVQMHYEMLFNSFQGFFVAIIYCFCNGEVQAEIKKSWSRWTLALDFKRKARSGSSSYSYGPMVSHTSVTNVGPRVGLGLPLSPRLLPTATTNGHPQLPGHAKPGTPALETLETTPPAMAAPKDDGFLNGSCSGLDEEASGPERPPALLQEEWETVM
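HEK-293-derived GP2 cells expressing PTHR1 and a GloSensor cAMP reporter, 3,000/well, plated overnight, given luciferin plus IBMX (each 0.5 mM as added) for 1 h at 37 °C, then compound for 1 h at 37 °C. Luminescence was read after 15 min at room temperature.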
Active calls of the source: *; i = inactive; ? = inconclusive; nt = not tested or not shown; [ ] = dose if it differs, or a comment. Unless noted, the call rests on the fitted dose curve; in most records, active means well fitted curve in the direction sought with a large enough effect; inconclusive means small, poorly fitted or top-dose-only effect, or another doubt; inactive means no such curve, though single readings can be large; an effect the other way counts as inactive or inconclusive. An excerpt (hit frequency here may not be typical).

SMILES	pAkt inh	EPAC2 ag	Mm-Cpn inhibitor	D3 antag	EPAC2 antag	DRD3 agonist	CCT chaperon mod	PTHR1 agonist
O=C(Nc1ccc2c(c1)OCCO2)C(c1ccnc2ccccc12)N1CCN(c2ccc(C(F)(F)F)cn2)CC1 (centres undefined)	i	2%	nt	-5	-21%	5	-1.1	-24%
C/C(=N/NS(=O)(=O)c1ccc(F)cc1)c1ccc(NC(=O)c2ccc(C)o2)cc1	i	8%	1%	-4	0%	1	-3.3	-3%
CCN(c1ccccc1)S(=O)(=O)c1ccc(C(=O)Nc2nnc(C3CC3)o2)cc1	i	5%	-5%	-23	-10%	4	-2.4	-18%
Cc1cc(Br)ccc1OCC(=O)NC1CCCC1	i	14%	0%	0	-19%	-5	-0.8	-18%
Cc1n[nH]c(C)c1N1C(=O)c2cccc3c(N4CCCCCC4)ccc(c23)C1=O	i	30%	-3%	41	54%[activator]	6	-2.4	?
COc1ccccc1NC(=O)Nc1nc(C(N)C(C)C)cs1 (centres undefined)	i	3%	nt	2	4%	-5	-0.9	i
COc1ccc(-c2noc(CCCC(=O)NC3CCCC3)n2)cc1	i	2%	-5%	0	11%	0	-0.4	-26%
Cc1ccccc1NC(=O)Cc1nc(COC(=O)CCNS(=O)(=O)c2ccccc2)cs1	i	13%	-9%	-1	2%	3	0.2	-4%
CCOc1ccc(CN2CCN(Cc3cccn3-c3cccnc3)CC2CCO)cc1 (centres undefined)	i	-1%	4%	0	1%	-8	-0.2	i
CC(C)C[C@H]1CN(CCCC[C@H]2CNC(=O)C(=O)N2CCc2ccc(O)cc2)C(=O)C(=O)N1CCC1CCCCC1	i	-3%	nt	0	-2%	11	-20	5%
COc1ccc(-c2nnn(CC(=O)c3ccccc3)n2)cc1OC	i	15%	-6%	17	3%	4	0.7	-7%[57.5 µM]
CC(C)CNC(=O)[C@H](Cc1ccccc1)NC(=O)c1ccco1	i	-6%	-1%	17	-8%	-3	-4.9	?
CCCn1c(SCC(=O)OCC)nc(C(F)(F)F)cc1=O	i	7%	-11%	4	0%	2	-1.7	i
CCOc1ccc(Nc2nc(Cc3nnc(SCC(=O)O)o3)cs2)cc1	i	8%	0%	12	-8%	6	-3.8	25%
COc1cc(C(=S)N2CCOCC2)cc(OC)c1OC(=O)c1ccc(F)cc1	i	-1%	-3%	-3	-10%	-3	0.3	-34%[inhibitor]
CN(CC(=O)Nc1ccc(Cl)cc1)S(=O)(=O)c1cccc2cccnc12	i	-5%	0%	15	-14%	2	-1.5	-47%[inhibitor]
Nc1ccn(C2OC(COC(=O)C34CC5CC(CC(C5)C3)C4)C(O)C2O)c(=O)n1 (centres undefined)	i	5%	nt	-2	-1%	9	-2.1	i
CCOC(=O)c1[nH]c2ccccc2c1NC(=O)CC(C)(C)C	i	5%	-1%	3	8%	3	-0.9	-22%
O=C(CCN1C(=O)C2C3C=CC(C3)C2C1=O)Nc1c(F)cccc1F (centres undefined)	i	13%	1%	-12	-7%	0	-1.1	i
S=c1[nH]nc(C2CCCCC2)n1/N=C/c1c(Cl)cccc1Cl	i	11%	3%	-28	6%	-5	-1.0	-12%

An excerpt from above in order of molecular weight, high to low:
SMILES	pAkt inh	EPAC2 ag	Mm-Cpn inhibitor	D3 antag	EPAC2 antag	DRD3 agonist	CCT chaperon mod	PTHR1 agonist
Cc1ccccc1NC(=O)Cc1nc(COC(=O)CCNS(=O)(=O)c2ccccc2)cs1	i	13%	-9%	-1	2%	3	0.2	-4%
CCOc1ccc(CN2CCN(Cc3cccn3-c3cccnc3)CC2CCO)cc1 (centres undefined)	i	-1%	4%	0	1%	-8	-0.2	i
COc1ccc(-c2noc(CCCC(=O)NC3CCCC3)n2)cc1	i	2%	-5%	0	11%	0	-0.4	-26%

(list continues)
SMILES	pAkt inh	EPAC2 ag	Mm-Cpn inhibitor	D3 antag	EPAC2 antag	DRD3 agonist	CCT chaperon mod	PTHR1 agonist
CCN(C[C@H]1N[C@@](Cc2ccccc2)(C(=O)OC)[C@H]2C(=O)N(C)C(=O)[C@@H]12)C(=O)Nc1ccc(C(F)(F)F)cc1	i	-1%	0%	5	-13%	-4	0.3	-16%
NNC(=O)COc1ccc2oc3c(c2c1)CCCC3	i	12%	1%	10	0%	5	-5.4	-14%
Cc1cc(-c2nnc(CCC(=O)NC(C)c3ccc(F)cc3)o2)no1 (centres undefined)	i	10%	1%	-6	5%	-1	-2.2	24%
Cc1ccc(CN(C)C(=O)c2c(C)nn(-c3ccccc3)c2C)cc1	i	5%	-2%	21	-4%	14	0.9	-21%
Cc1[nH]c2ccc(C(=O)N3CCN(c4ccccn4)CC3)cc2c1C	i	12%	-1%	26	1%	1	-0.2	i
CCCn1c(=N)c(S(=O)(=O)c2ccc(F)cc2)cc2c(=O)n3cccc(C)c3nc21	i	-4%	1%	-10	-21%	2	-6.0	i
O=C1[C@H]2CC3CCC2(O3)[C@@H]2OCCCN12 (some centres undefined)	i	-3%	0%	0	19%	0	-0.2	-22%
NS(=O)(=O)c1ccc(NC(=O)CSc2ccccc2)cc1	i	7%	1%	26	-4%	8	0.7	i
CC(=O)c1ccc(NC(=O)CSc2nnc3ccc(-c4ccccn4)nn23)cc1	i	-3%	-8%	-15	-5%	-4	0.4	-5%
COc1ccccc1NC(=O)COC(=O)/C=C/c1ccc2c(c1)OCO2	i	12%	0%	-14	2%	18	-2.1	-12%
N#Cc1ccccc1COC(=O)c1ccc2c(c1)OCO2	i	4%	2%	14	?	2	0.1	-94%[inhibitor]
C=CCN1C(=O)C(O)=C(C(C)=O)C1c1ccccc1F (centres undefined)	i	2%	-3%	13	8%	3	1.7	i
COc1ccc(-c2csc(NC(=O)CS(=O)(=O)c3ccccc3)n2)cc1OC	i	6%	nt	18	2%	8	-31*	-41%[inhibitor]
O=C1CC2(CCN(C(=O)c3ccccc3Cl)CC2)Oc2ccccc21	i	2%	2%	5	3%	8	-0.2	-16%
O=C(Nc1ccccc1)NC1(C(=O)NCc2ccco2)CCCCC1	i	-5%	1%	-6	-1%[57.1 µM]	-4	-3.2	i
COc1ccc(S(=O)(=O)NCCSCc2ccco2)cc1	i	6%	0%	-11	-1%	-2	-1.7	-13%[57.5 µM]
CCCC1COC(Cn2cncn2)(c2ccc(C)cc2)O1 (centres undefined)	i	-1%	0%	-13	7%	2	-0.7	i
CCOC(=O)c1cc(C)sc1NC(=O)CSC1=NCCS1	i	15%	1%	-1	?	9	-0.3	-36%[inhibitor]
O=C(Nc1ccc(-c2noc(-c3cccs3)n2)cc1)c1cccnc1	i	12%	-4%	13	10%	8	-1.9	-22%
COc1ccc(-c2noc(CCCC(=O)NC3CCCC3)n2)cc1OC	i	8%	-1%	0	-9%	1	-13	-7%
O=C(N/N=C/c1ccccc1F)C(=O)N1CCCCCC1	i	3%	3%	3	3%	3	-0.4	i
CCCCSCCCNC(=O)CCCN1C(=O)c2ccccc2Sc2ncccc21	i	16%	-1%	9	1%	-3	-0.3	i
Cc1ccc(NC(=S)N2CCC(NC(=O)c3ccccc3)CC2)cc1	i	4%	2%	3	3%	-2	0.3	-1%
CN1CCN(S(=O)(=O)c2ccc(N3CCN(S(=O)(=O)c4cccs4)CC3)nc2)CC1	i	-11%	-1%	20	11%	-7	-1.5	i
CC1CCCCC1NC(=O)CN(C)S(=O)(=O)c1cccc2cccnc12 (centres undefined)	i	8%	-1%	-6	2%	-3	-1.4	i
CC1Cc2ccccc2N1c1ncnc2c1nnn2Cc1ccccc1Cl (centres undefined)	i	4%	-18%	2	7%	3	-0.1	-6%
CCOC(=O)c1ccc(CNC(=O)c2n[nH]c(=O)c3ccccc23)o1	i	6%	-11%	-4	1%	4	-2.2	i
CCOC(=O)c1c(/N=C/C2=C(O)CCCC2=O)sc(C)c1C	i	12%	-1%	3	3%	3	0.5	2%
CC1=NN(c2ccccc2)C(=O)C1N=Nc1cccc(O)c1 (centres undefined)	i	-7%	0%	13	-17%	-5	0.4	-36%[inhibitor]
CC(=O)Nc1ccc(C2=NNC(=Nc3ccc(S(=O)(=O)N4CCOCC4)cc3)SC2)cc1	i	7%	-4%	2	2%	7	-0.6	i

Among those listed so far, 8 have an aryl methoxy group.
SMILES	pAkt inh	EPAC2 ag	Mm-Cpn inhibitor	D3 antag	EPAC2 antag	DRD3 agonist	CCT chaperon mod	PTHR1 agonist
COc1ccccc1NC(=O)Nc1nc(C(N)C(C)C)cs1 (centres undefined)	i	3%	nt	2	4%	-5	-0.9	i
COc1ccc(-c2noc(CCCC(=O)NC3CCCC3)n2)cc1	i	2%	-5%	0	11%	0	-0.4	-26%
COc1ccc(-c2nnn(CC(=O)c3ccccc3)n2)cc1OC	i	15%	-6%	17	3%	4	0.7	-7%[57.5 µM]
COc1cc(C(=S)N2CCOCC2)cc(OC)c1OC(=O)c1ccc(F)cc1	i	-1%	-3%	-3	-10%	-3	0.3	-34%[inhibitor]
COc1ccccc1NC(=O)COC(=O)/C=C/c1ccc2c(c1)OCO2	i	12%	0%	-14	2%	18	-2.1	-12%
COc1ccc(-c2csc(NC(=O)CS(=O)(=O)c3ccccc3)n2)cc1OC	i	6%	nt	18	2%	8	-31*	-41%[inhibitor]
COc1ccc(S(=O)(=O)NCCSCc2ccco2)cc1	i	6%	0%	-11	-1%	-2	-1.7	-13%[57.5 µM]
COc1ccc(-c2noc(CCCC(=O)NC3CCCC3)n2)cc1OC	i	8%	-1%	0	-9%	1	-13	-7%
